Screens from PubChem.
M4 antag: CHRM4 antagonism in calcium assay. CHO-hM4 cells, ACh EC80, Fluo-8 calcium fluorescence. inhibition, % at 3 µM. 0.73% of 360,000 active. AID 624125;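 active = inhibition above its plate's cutoff, the mean inhibition of sample wells plus 3 SD, cut at about 27% in these data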;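 also: 0% = acetylcholine EC80 with DMSO and 100% = DMSO without agonist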
Target sequence (P08173 whole entry, looked up): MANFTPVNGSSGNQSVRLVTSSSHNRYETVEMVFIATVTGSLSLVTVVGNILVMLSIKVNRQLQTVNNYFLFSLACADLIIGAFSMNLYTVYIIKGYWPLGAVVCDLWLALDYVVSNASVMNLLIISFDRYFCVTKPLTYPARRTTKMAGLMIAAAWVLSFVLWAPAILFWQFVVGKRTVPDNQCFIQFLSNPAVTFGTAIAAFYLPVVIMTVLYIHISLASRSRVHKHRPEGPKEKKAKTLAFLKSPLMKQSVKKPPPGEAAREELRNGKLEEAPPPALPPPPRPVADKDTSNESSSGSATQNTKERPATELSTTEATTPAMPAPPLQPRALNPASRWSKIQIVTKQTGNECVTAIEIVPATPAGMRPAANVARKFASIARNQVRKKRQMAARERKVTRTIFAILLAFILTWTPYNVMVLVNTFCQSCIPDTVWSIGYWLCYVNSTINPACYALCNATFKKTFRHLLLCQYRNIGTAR
M4 PAM: CHRM4 positive allosteric modulation. 0.4% of 360,000 active. activation, % at 3 µM. CHO-K1 hM4/Gqi5, Fluo-8 calcium fluorescence, ACh EC20; 0% = ACh EC20, 100% = maximal ACh;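 active = activation above its plate's cutoff, the mean activation of sample wells plus 3 SD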; also: some results filed as inactive read as strong as hits
M5 antag: blocks acetylcholine activation of human M5 receptor; P08912; 0.59% of 360,000 active; inhibition, % at 3 µM; CHO-hM5 cells, Fluo-8 calcium fluorescence, ACh EC80; AID 624040;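 active = inhibition above a per-plate cutoff, the mean of that plate's test compounds plus 3 SD, cut at about 27% in these data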;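 also: 0% = acetylcholine EC80 with DMSO and 100% = DMSO without agonist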
Target sequence (P08912 whole entry, looked up): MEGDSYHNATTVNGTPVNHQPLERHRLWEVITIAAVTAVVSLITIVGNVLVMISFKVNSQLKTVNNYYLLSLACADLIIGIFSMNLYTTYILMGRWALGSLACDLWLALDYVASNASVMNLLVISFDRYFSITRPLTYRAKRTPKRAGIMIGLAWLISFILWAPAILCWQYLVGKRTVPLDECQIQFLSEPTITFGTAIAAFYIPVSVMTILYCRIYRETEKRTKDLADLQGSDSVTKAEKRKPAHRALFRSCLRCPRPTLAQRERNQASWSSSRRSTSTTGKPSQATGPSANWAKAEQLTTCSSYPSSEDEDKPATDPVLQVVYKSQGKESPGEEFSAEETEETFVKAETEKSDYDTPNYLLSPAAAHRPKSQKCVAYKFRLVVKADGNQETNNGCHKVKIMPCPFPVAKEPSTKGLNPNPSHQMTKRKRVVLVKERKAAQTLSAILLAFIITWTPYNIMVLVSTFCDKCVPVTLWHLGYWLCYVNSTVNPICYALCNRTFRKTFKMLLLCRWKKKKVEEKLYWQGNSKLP
M1 ag parental: nonselective activator or artifact in parental CHO-K1 cells; activation, % at 3 µM; Fluo-8 calcium fluorescence; scaled to maximal ATP response, vehicle zero; 0.48% of 360,000 active; in the data active = activation above about 15%;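 also: untransfected CHO-K1 host cells lacking M1 receptor as counterscreen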
M4 ag: agonists of human muscarinic M4 receptor (CHRM4); P08173; CHO-K1 hM4/Gqi5, Fluo-8 calcium fluorescence; vehicle 0%, full acetylcholine response 100%; activation, % at 3 µM; 0.14% of 360,000 active;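 active = activation above the run mean over all test wells plus 3 SD, cut at about 32% in these data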;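 also: peak over basal fluorescence ratio per well then scaled between controls; 0% = DMSO wells and 100% = acetylcholine at EC100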
CHRM5 agonist: CHRM5 agonism in calcium assay. P08912. CHO-K1 hM5 cells, Fluo-8 calcium fluorescence; 0% DMSO wells, 100% maximal acetylcholine response. activation, % at 3 µM. 0.19% of 360,000 active. AID 624037;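 active = activation above the run's mean over test compounds plus 3 SD, cut at about 23% in these data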;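 also: signal is peak over basal fluorescence ratio across the kinetic read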
CHO-K1 Ca antag: M1 antagonist counterscreen hit in parental CHO-K1 cells | ATP-induced calcium, Fluo-8 fluorescence | inhibition, % at 3 µM | 0.6% of 360,000 active | AID 602250;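 active = inhibition above a per-plate cutoff, the plate's mean sample inhibition plus 3 SD, cut at about 24% in these data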;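 also: 0% = DMSO plus EC80 ATP and 100% = DMSO alone without ATP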
M1 PAM parental: M1 PAM counterscreen hit in parental CHO-K1 cells. ATP EC20, Fluo-8 calcium fluorescence; 0% at ATP EC20, 100% at ATP max. 0.02% of 360,000 active. AID 602247. activation, % at 3 µM;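 active = activation above the run cutoff, the mean activation of all test compounds plus 3 SD, cut at about 40% in these data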;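 also: peak over basal fluorescence ratio in a 140 s read after ATP addition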
M5 PAM: CHRM5 positive allosteric modulation; P08912; CHO-K1 hM5, Fluo-8 calcium, ACh EC20 PAM; 0% = ACh EC20, 100% = ACh EC100; activation, % at 3 µM; 0.3% of 360,000 active; AID 624038;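 active = activation above the run cutoff, the mean activation of all test compounds plus 3 SD, cut at about 18% in these data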
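system = human M5 receptor in CHO-K1 cells | reagent = EC20 acetylcholine as agonist stimulus | compound dosing = single-point, 3 µM nominal | incubation = Fluo-8 loading 80 min at 37 °C plus 30 min room temperature | detection = Fluo-8 calcium dye fluorescence, kinetic read | benchmarks = low control EC20 acetylcholine (0%), high control EC100 acetylcholine (100%)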
* marks the source's active call; other numbers are inactive results; . = not tested or not shown. Rows were taken by chance; any-hit rate near 2.7%.

SMILES	M4 antag	M4 PAM	M5 antag	M1 ag parental	M4 ag	CHRM5 agonist	CHO-K1 Ca antag	M1 PAM parental	M5 PAM
O=C(NCCC(=O)N1O[C@@H]2C=C[C@H]1C2)OCC1c2ccccc2-c2ccccc21	-21	6	-8	2.8	0	0	-22	22	4
CNC(=S)N(CCc1c(C)[nH]c2ccc(F)cc12)Cc1cccnc1	3	4	12	1.3	2	-2	5	9	-3
COc1ccc(NS(=O)(=O)c2ccc(NC(=O)c3ccc(Br)cc3)cc2)nn1	-11	-6	2	7.7	8	1	-19	17	6
CCOC(=O)/C(=C/c1ccco1)NC(=O)c1ccc(Br)o1	-1	16	-3	0.1	1	-1	-11	19	5
O=C(NCCc1ccccn1)c1ccc(OC2CCN(CCc3ccccc3)CC2)cc1	11	-9	10	0.6	2	-9	5	-11	-4
CCc1ccc(NC(=S)NCC2CCCN2CC)cc1 (stereo unspecified)	-10	0	2	0.4	1	-12	-9	14	3
CC1(c2nnnn2C2CCCC2)CCC(=O)N1c1ccc2c(c1)OCCO2 (stereo unspecified)	-5	2	4	.	2	1	.	.	1
O=C(COc1ccccc1N1C(=O)c2ccccc2C1=O)c1ccc(Cl)cc1	-9	-2	-4	1.2	7	-12	4	-5	-9
COc1ccc(CN2C(=O)c3cccnc3C2=O)cc1S(=O)(=O)NCc1ccco1	-8	-1	5	1.2	1	-5	-6	5	-8
O=C(c1ccco1)N1CCN(Cc2cn[nH]c2-c2ccc(F)cc2F)CC1	-7	6	9	0.5	1	-3	-7	1	-8
O=S(=O)(c1ccccc1)N1CCN(C(=S)Nc2ccc(Br)cc2)CC1	-9	4	14	0.1	1	-2	7	-22	-7
Cc1ccc(S(=O)(=O)Nc2ccc(Cl)cc2)cc1NC(=O)Cn1cnc2c1c(=O)n(C)c(=O)n2C	-3	3	-6	-0.1	1	-2	-5	0	3
O=C(Nc1ccc(-c2cn3ccccc3n2)cc1)c1cccs1	9	-8	0	2.2	5	5	9	6	0
COC(=O)N1C(=O)[C@](c2ccccc2)(C2CCCCC2)N1C(=O)OC	5	1	2	-0.6	-1	-1	-19	11	9
COc1ccc(CNC(=O)C2CCCC2)cc1	-14	-11	10	0.5	2	-1	-4	-4	-3
Nc1c([N+](=O)[O-])c(=O)oc2ccccc12	6	-6	4	0.8	0	1	-14	17	2
Cc1ccc(-c2noc(CSc3nnc(-c4ccncc4)n3-c3ccc(C)cc3)n2)cc1	-6	-2	-2	1.6	0	-7	-6	19	0
CCOC(=O)C1CCN(CCC(=O)Nc2ccccc2Cl)CC1	-15	5	-1	-0.1	1	-1	2	-4	-5
COc1ccc(C(CNC(=O)Cc2ccc(-c3ccccc3)cc2)N(C)C)cc1 (stereo unspecified)	-17	-2	-7	3.0	5	-4	-7	3	-3
CCCNC(=O)c1onc(CSc2ccc(Cl)cc2)c1C(=O)NCCOC	-11	8	7	-0.3	2	2	-7	17	3
COCCn1c(=NC(=O)/C=C/c2ccccc2Cl)sc2cc(NC(C)=O)ccc21	4	-2	3	0.7	2	3	3	16	-3
NS(=O)(=O)c1ccc(CCNC(=O)NC2(C(F)(F)F)Oc3ccccc3O2)cc1	7	-7	-12	0.1	0	-13	3	-5	31*
OC(c1ccccn1)(c1ccccn1)c1ccccn1	-2	9	0	0.6	2	-1	-10	16	-2
Cc1ccc(NC(=O)CCC(=O)O)cc1F	-2	1	-2	0.6	1	1	-39	20	-4
COc1cc(C2Nc3ccc4ncccc4c3C3=C2C(=O)CCC3)cc(OC)c1O (stereo unspecified)	-2	4	-7	0.9	3	-2	-7	13	-3
COC(C#CCCN(C)C)(c1ccccc1)c1ccccc1	35*	-18	94*	0.8	1	-8	-7	11	-19
COc1ccccc1N1C(=S)NC2CS(=O)(=O)CC21 (stereo unspecified)	6	-11	-2	1.0	1	1	-6	16	2
CC(C(=O)N1CCc2ccccc21)N1CCN(S(=O)(=O)c2ccc(C(F)(F)F)cc2)CC1 (stereo unspecified)	6	-4	6	0.0	1	1	5	10	-6
CSc1nsc(/C=C/Nc2ccc(F)cc2F)c1C#N	-1	-5	2	-0.8	1	2	2	10	0
CC(C(=O)N1CCN(C(=O)c2ccco2)CC1)N1C(=O)NC2(CCCCC2C)C1=O (stereo unspecified)	-8	8	-1	0.9	0	-1	-18	11	-1
Cc1oc(C)c(S(=O)(=O)NCc2cccs2)c1C(=O)O	11	-12	10	0.7	0	1	-6	12	-2
COc1ccc(N(CC(=O)Nc2ccc3c(c2)OCO3)S(=O)(=O)c2c(C)nn(C)c2C)cc1	-11	-3	-3	1.1	5	-1	14	6	-3
CCc1ccc(Oc2nc([N+](=O)[O-])nn2C)cc1	-6	8	5	-0.4	0	-1	-5	2	0
O=C(CN1CCc2ccccc2C1)Nc1ccccc1N1CCCCCC1	13	-28	-10	0.0	-2	-11	-22	14	-8
CCOC(=O)c1c(/N=C/c2cc([N+](=O)[O-])ccc2O)sc(C)c1C	-2	-1	-8	0.6	1	-1	-8	12	-3
CCCS(=O)(=O)N1CCC(C(=O)NC2CCCCC2C)CC1 (stereo unspecified)	5	10	-1	0.6	0	-1	-10	23	5
O=C(O)c1ccccc1C(=O)N1N=C2/C(=C/c3cccc([N+](=O)[O-])c3)CCCC2C1c1cccc([N+](=O)[O-])c1 (stereo unspecified)	5	-3	4	0.5	2	-3	-6	8	3
CC(=O)c1cccc(NC(=O)CSc2nc3ccccc3c(=O)n2CCCN2CCOCC2)c1	0	-5	12	1.4	6	-1	-4	7	-2
Cn1c(C(=O)Nc2ccc3c(c2)OCO3)cc2sccc21	-10	2	3	0.7	5	-3	-27	5	-9
CCCN(CC1CC1)C(=O)CSc1ncnc2sc(C)c(C)c12	0	-5	0	4.5	3	-1	-2	-4	0

Ordered by formula weight (rising): some entries from above.
SMILES	M4 antag	M4 PAM	M5 antag	M1 ag parental	M4 ag	CHRM5 agonist	CHO-K1 Ca antag	M1 PAM parental	M5 PAM
COC(C#CCCN(C)C)(c1ccccc1)c1ccccc1	35*	-18	94*	0.8	1	-8	-7	11	-19
CCCN(CC1CC1)C(=O)CSc1ncnc2sc(C)c(C)c12	0	-5	0	4.5	3	-1	-2	-4	0
COc1cc(C2Nc3ccc4ncccc4c3C3=C2C(=O)CCC3)cc(OC)c1O (stereo unspecified)	-2	4	-7	0.9	3	-2	-7	13	-3
COc1ccc(N(CC(=O)Nc2ccc3c(c2)OCO3)S(=O)(=O)c2c(C)nn(C)c2C)cc1	-11	-3	-3	1.1	5	-1	14	6	-3
O=C(O)c1ccccc1C(=O)N1N=C2/C(=C/c3cccc([N+](=O)[O-])c3)CCCC2C1c1cccc([N+](=O)[O-])c1 (stereo unspecified)	5	-3	4	0.5	2	-3	-6	8	3

Later entries
SMILES	M4 antag	M4 PAM	M5 antag	M1 ag parental	M4 ag	CHRM5 agonist	CHO-K1 Ca antag	M1 PAM parental	M5 PAM
CNC(=O)CSc1nnc(-c2ccc(S(=O)(=O)N3CCCC3)cc2)n1-c1cccc(C)c1C	5	-8	12	0.3	1	-3	9	1	-4
CCn1c(SCC(=O)Nc2nonc2C)nnc1-c1ccoc1C	-6	7	-5	0.4	0	-10	-13	21	8
Cc1cc2c(Nc3ccc(O)cc3)ncnc2s1	7	-5	5	-0.4	6	-15	-10	10	-3
O=C(COc1ccc([N+](=O)[O-])cc1)Nc1nc(-c2ccccn2)cs1	-4	-4	1	9.1	14	2	0	19	-5
NC(=O)NCc1ccccc1F	7	-11	14	6.3	18	2	-1	-5	-14
Cc1cc(Cl)ccc1NC(=S)NCC(O)c1ccccc1 (stereo unspecified)	-1	-6	14	7.2	2	-1	-5	12	-10
O=C(N/N=C\C=C\c1ccc(Br)cc1)c1ccc2c(c1)OCO2	-4	0	16	0.5	2	-1	-10	-9	-2
COc1ccc(OCC(=O)Nc2c(C)ccc3nsnc23)cc1	1	3	-2	0.7	2	-3	-5	1	1
COc1ccccc1Cc1noc(C(C)(C)NC(=O)c2ccccc2)n1	7	8	-9	0.1	1	0	-3	-14	7
COc1ccc(NC(=O)N2CCCc3ccccc32)c(OC)c1	-10	6	4	-0.6	1	-6	10	-16	-2
CCCC(=O)N1CCCC(c2nc(-c3cccc(OC)c3)no2)C1 (stereo unspecified)	10	5	1	1.0	-1	0	-11	16	3
COc1cccc(C2=NC(C)(C)NC(c3ccccc3O)C2)c1 (stereo unspecified)	-9	2	13	1.0	5	-5	-15	20	0
O=[N+]([O-])c1ccc2c(c1)ncn2CCc1ccccc1	2	-5	-8	0.1	0	-1	2	-14	3
CC(C)c1ccccc1NC(=O)Nc1ccc2c(c1)OCO2	5	-7	8	2.1	2	-1	-4	0	2
CCCS(=O)(=O)NC(=O)C1(C)CCCN(C(=O)c2cc(C(C)(C)C)nn2C)C1 (stereo unspecified)	-7	-2	1	0.2	0	0	-6	8	1
O=C(CSc1nc2[nH]c(=O)cc(O)c2s1)NCCc1ccccc1	7	-3	9	2.5	0	-1	8	-24	-7
Cc1ccc(NC(=O)CSc2nnc3c(n2)[nH]c2ccccc23)cc1	5	-7	7	1.1	1	-3	-1	1	-3
CC(=O)NCc1ccc(S(=O)(=O)N/N=C/c2ccc(N(C)C)cc2)cc1	-6	4	-5	0.6	3	-1	4	-3	1
CC(C)n1c(N2CCN(S(=O)(=O)c3cccc([N+](=O)[O-])c3)CC2)nc2ccccc21	8	-14	20	5.5	7	-18	-13	18	-16
CCC(=O)Nc1nnc(-c2ccco2)o1	2	-3	4	1.1	0	1	-5	22	-1
O=C(O)c1cc(NS(=O)(=O)c2ccc(N3CCCCC3)c([N+](=O)[O-])c2)cc(C(=O)O)c1	5	7	6	-0.1	0	-1	-4	18	-1
COc1cccc(NC(=O)CN(C)CC(=O)NCc2ccc3c(c2)OCO3)c1	0	1	-2	0.8	2	2	-10	10	1
c1cc2cn[nH]c2cc1NC1CCCCCC1	1	-6	4	-0.4	1	0	3	-1	-7
Cc1ccc(C)c(-c2cc(C(=O)NCc3cccs3)c3ccccc3n2)c1	7	-7	4	1.1	8	-6	-6	6	-10
O=C(NCCN1CCN(C(=O)C(c2ccccc2)c2ccccc2)CC1)C(=O)Nc1ccccc1	-1	-1	4	0.0	1	-3	-8	12	-4
CC(NC(=O)OC1CCCCC1)N1C(=O)C2C3C=CC(C3)C2C1=O (stereo unspecified)	-10	0	-10	-0.8	0	3	14	-7	10
COc1ccc2oc(-c3ccncc3)cc(=O)c2c1	8	8	18	-0.8	1	1	-6	4	-4
Cc1ccc(C)c(NC(=O)c2cc3ccccc3o2)c1	-24	2	-9	-0.5	-1	-1	-7	12	-1
COc1ccc(NC(=O)/C(=C\c2cccs2)NC(=O)c2ccco2)cc1	-5	-5	-2	0.1	2	-3	-6	13	-3
CCNS(=O)(=O)c1ccc(NC(=O)Nc2cccc(C(F)(F)F)c2)cc1	31*	-7	14	8.3	22	7	-10	-12	-19
O=C(c1cc(N2C(=O)C3C4CCC(C4)C3C2=O)ccc1Cl)N1CCN(c2ccccc2)CC1 (stereo unspecified)	4	-3	-1	23*	12	4	-1	10	-9
CCCCNC(=O)Cn1cnc2ccc(S(=O)(=O)N3CCC(C)CC3)cc2c1=O	-17	15	-4	0.3	2	-1	18	-13	4
CCN(CC)CCCNc1cc(C(F)(F)F)c(C#N)c2nc3ccccc3n12	-5	-4	3	2.1	1	-7	-15	6	1
O=C(NCCN1CCN(c2ccccc2)CC1)Nc1cccc(Cl)c1	11	-9	11	3.2	8	-1	-2	-6	-5
